# Source: PubChem BioAssay (National Center for Advancing Translational Sciences (NCATS))
# APE1 inh – APE1 (human) endonuclease inhibition | recombinant APE1, TAMRA/BHQ-2 abasic DNA cleavage fluorescence | 350,000 tested, 0.35% active | P27695 | Potency, µM (doses to about 65.8 µM), for inactives: at the highest dose activity change, negative = inhibition, usual class: inhibitors;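 also: plate controls were vehicle for no effect and reference inhibitor for full effect; nearly all actives have a fitted effect of over 55% in size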
#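 Step 1: APE1 (0.75 nM) with compound, 15 min RT. Step 2: add 50 nM fluorophore/quencher THF duplex. Step 3: three fluorescence reads 60 s apart (525/598 nm); read 3 minus read 1 = reaction progress.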
# G9a inh – blocks human histone lysine methyltransferase G9a; 350,000 tested, 8.8% active; Q96KQ7; G9a H3K9 monomethylation, AlphaScreen, 2 h; Potency, µM (series often up to 102 µM), inactives show at the top dose activity, negative = inhibition, actives largely listed as inhibitors; also: % is scaled to controls: 0 for no effect and ±100 for the full control effect; nearly all actives have a fitted effect of over 75% in size
#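 G9a (20 nM) preincubated 15 min RT with compounds, then 500 nM biotinylated H3K9 peptide and 20 uM SAM added; 2 h RT reaction. Monomethyl-H3K9 product detected by AlphaScreen with anti-H3K9me1 antibody, streptavidin donor and anti-rabbit IgG acceptor beads.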
# Pol beta inh – inhibitors of human DNA polymerase beta; P06746; 340,000 tested, 1.3% active; Potency, µM (top dose mostly 114 µM), without a hit: top-dose activity change, negative = inhibition, actives largely listed as inhibitors; Pol beta primer extension/strand displacement, fluorescence kinetic; AID 485314; also: % is scaled to controls: 0 for no effect and ±100 for the full control effect
#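 Curves were derived by four-parameter Hill fits of normalized qHTS data. The kinetic fluorescent primer-extension read was taken at 0 and 10 min after 50 nM substrate, following a 15 min room-temperature preincubation of 10 nM enzyme with compounds.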
# BLM helicase inh – inhibitors of human Bloom syndrome helicase BLM. recombinant BLM DNA unwinding, fluorescence dequenching. Potency, µM (doses to about 56.1 µM), without a hit: at the top dose activity change, negative = inhibition, usual class: inhibitors. 350,000 tested, 0.2% active. P54132;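 also: plate controls were vehicle for no effect and no enzyme for full effect; nearly all actives have a fitted effect of over 35% in size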
# POLI inh – DNA polymerase iota (human) inhibition; Potency, µM (highest dose often 115 µM), inactives show at the highest dose activity, negative = inhibition, usual class: inhibitors; AID 588590; 390,000 tested, 1% active; Q9UNA4; Pol iota fluorescent replication assay, 10 min
# Target sequence (Q9UNA4 whole entry, looked up): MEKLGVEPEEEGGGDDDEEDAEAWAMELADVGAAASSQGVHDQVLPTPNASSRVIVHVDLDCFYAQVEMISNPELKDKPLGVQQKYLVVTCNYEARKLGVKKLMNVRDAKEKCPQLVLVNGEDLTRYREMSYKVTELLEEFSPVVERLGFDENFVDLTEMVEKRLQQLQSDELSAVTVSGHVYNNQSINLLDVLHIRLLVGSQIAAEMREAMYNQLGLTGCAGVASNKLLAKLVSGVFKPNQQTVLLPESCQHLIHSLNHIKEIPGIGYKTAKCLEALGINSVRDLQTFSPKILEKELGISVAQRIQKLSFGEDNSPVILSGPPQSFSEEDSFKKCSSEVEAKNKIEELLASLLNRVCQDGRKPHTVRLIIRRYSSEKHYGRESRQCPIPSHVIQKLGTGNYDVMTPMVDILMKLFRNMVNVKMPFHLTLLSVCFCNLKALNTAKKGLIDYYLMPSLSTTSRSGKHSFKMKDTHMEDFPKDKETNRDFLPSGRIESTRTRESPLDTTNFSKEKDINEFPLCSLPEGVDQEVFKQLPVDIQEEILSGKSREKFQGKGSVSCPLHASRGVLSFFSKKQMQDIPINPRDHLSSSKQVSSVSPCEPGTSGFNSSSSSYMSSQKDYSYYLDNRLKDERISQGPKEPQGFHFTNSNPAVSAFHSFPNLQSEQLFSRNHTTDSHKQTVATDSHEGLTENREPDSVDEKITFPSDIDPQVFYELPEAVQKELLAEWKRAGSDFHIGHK
#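 Fluorescent replication assay read twice, at 0 min and 10 min after adding 50 nM (final) substrate. Enzyme (10 nM) and compounds were first incubated 15 min at room temperature; enzyme-free buffer wells were negative controls.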
# POLH inh – DNA polymerase eta (human) inhibition | AID 588591 | Potency, µM (top dose mostly 114 µM), inactives show at the highest dose activity change, negative = inhibition, hits mostly inhibitors | recombinant Pol eta, fluorescent DNA replication assay | 390,000 tested, 1.2% active | Q9Y253; also: % is scaled to controls: 0 for no effect and ±100 for the full control effect
#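 Pol eta at 10 nM preincubated with compounds 15 min at room temperature; reaction started with fluorescent substrate (50 nM final) and read kinetically at 0 and 10 min.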
# Anesthetic bind – binds horse apoferritin like a general anesthetic; apoferritin/1-aminoanthracene competitive binding, fluorescence; Potency, µM (doses to about 77.5 µM), for the others: top-dose activity change, negative = displacement, hits mostly inhibitors; 350,000 tested, 0.074% active; also: % is scaled to controls: 0 for no effect and ±100 for the full control effect; nearly all actives have a fitted effect of over 20% in size
# Target sequence (P02791 2-175 limits assumed): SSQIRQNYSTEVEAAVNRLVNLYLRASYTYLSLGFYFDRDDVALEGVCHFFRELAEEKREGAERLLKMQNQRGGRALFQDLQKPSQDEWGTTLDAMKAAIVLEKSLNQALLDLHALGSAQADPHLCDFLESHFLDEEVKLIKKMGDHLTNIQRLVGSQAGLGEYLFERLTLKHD
#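 Horse-spleen apoferritin (10 uM) was mixed with 50% saturated 1-aminoanthracene in PBS, exposed to compounds for 10 min at room temperature, and read for fluorescence (ex 380 nm, em 535 nm). Competitive displacement was fitted with a four-parameter Hill equation.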
# BAZ2B inh – BAZ2B (human) inhibition; Potency, µM (highest dose often 114 µM), for the others: at the top dose activity change, negative = inhibition, usual class: inhibitors; Q9UIF8; AlphaScreen BAZ2B-H3K14Ac peptide displacement; 360,000 tested, 4.4% active; also: % is scaled to controls: 0 for no effect and ±100 for the full control effect; nearly all actives have a fitted effect of over 60% in size
#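 Protein-peptide AlphaScreen: BAZ2B 50 nM, b-H3K14Ac 50 nM, 1x PBS pH 7.4 + 0.01% Tween-20. Preincubation 30 min RT; cpd 30 min RT (top 110 uM); beads 20 min RT, light-protected.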
# POLK inh – inhibitors of human DNA polymerase kappa | Q9UBT6 | purified Pol kappa, fluorescent DNA synthesis assay, 10 min | Potency, µM (highest dose often 107 µM), inactives show at the top dose activity, negative = inhibition, hits mostly inhibitors | 400,000 tested, 0.53% active | AID 588579; also: % is scaled to controls: 0 for no effect and ±100 for the full control effect
#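 First, compounds were pin-transferred onto 10 nM Pol kappa. After 15 min at room temperature, substrate was added to 50 nM final. Fluorescence was then measured kinetically at 0 and 10 min.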
# Starred values were filed as active, the others as inactive; ? = inconclusive; · = no result given; [ ] = another dose, or the depositor's remark. Calls follow the shape of the dose curve; as a rule, active = well fitted curve in the direction sought with a large enough effect; inconclusive = small, poorly fitted or top-dose-only effect, or another doubt; inactive = no such curve, though single readings can be large; an effect the other way counts as inactive or inconclusive. Potency is read from the fitted curve at half-maximal effect.
structure	BLM helicase inh	G9a inh	Pol beta inh	POLK inh	BAZ2B inh	APE1 inh	POLH inh	POLI inh	Anesthetic bind
CCOC(=O)C1CCN(C(c2ccc(SC)cc2)c2c(O)cc(C)n(Cc3ccco3)c2=O)CC1 (centres undefined)	-4%	?	-15%	-4%[60.1 µM]	-19%	·	-24%	?	33%[activator]
CCN1CCN(CC(=O)Nc2ccc3c(c2)OCCO3)C(=O)C1=O	-1%	-24%	-15%	-5%	-3%	-4%	-4%	-2%	-3%
COc1cccc(NC(=O)CN(C)C(=O)c2ccc(NC(=O)CC3SC(N4CCCCC4)=NC3=O)cc2)c1 (centres undefined)	·	-31%	·	-12%	-4%	-3%	-6%	32%[activator]	·
Cc1ccc([C@@H]2CC=C(C(=O)O)[C@H](c3ccccc3F)N2S(=O)(=O)c2ccc(C)cc2)cc1	·	25%[2.33 µM]	·	-9%	3%	-4%	-11%	-9%	·
CC(C)[C@H](NS(=O)(=O)c1ccccc1)C(=O)OCC(=O)N1N=C(c2ccc(Cl)cc2)CC1c1ccco1 (some centres undefined)	-8%	-16%[59 µM]	0%	-23%	-8%	-10%	-16%	-1%	-12%
CSc1cccc(NC(=O)CCCn2c(=O)c3cccn3c3cccnc32)c1	-5%	2%[59 µM]	16%	-5%	-22%	51%	-8%	-21%	-3%
Cn1ncc2c(Nc3ccccc3Cl)nc(Nc3ccccc3Cl)nc21	-7%	-3%[2.33 µM]	-12%	-3%	-7%	-7%	-19%	24%	0%
Cc1cccc(CNCc2ccccc2)c1	-2%	?	8%	4%	2%	5%	-9%	10%	-10%
CCOC(=O)c1c(NS(=O)(=O)Cc2ccccc2)sc2c1CCCC2	-5%	?	16%	-3%	?	12%	-11%	-4%	1%
Cc1cccc(C)c1OCC(=O)N(Cc1ccccc1F)C1CCS(=O)(=O)C1 (centres undefined)	-1%	-36%[59 µM]	23%	-2%	-2%	·	-3%	23%	-3%
Cc1nn(CCCC(=O)NCc2cccc(Cl)c2)c(=O)c2c1sc1ccccc12	-6%	-30%[59 µM]	-3%	8%	2%	·	·	22%	55%[activator]
CCN1C(=O)C2(Nc3ccccc3-c3nc4ccccc4n32)c2cc(OC)ccc21 (centres undefined)	-4%	-10%[59 µM]	26%	-12%	-28%	-9%	-21%	11%	130%[activator]
O=C(O)Cc1c(-c2ccccc2Cl)c2cc(Br)ccc2[nH]c1=O	50%[activator]	·	-12%	-4%	1%	-11%	-10%	12%	-6%
COc1cc(/C=C/C(=O)OCC(=O)N2CC3(C)CC2CC(C)(C)C3)ccc1O (centres undefined)	-4%	18%[59 µM]	16%	-7%	-1%	4%	-23%	6%	?
COc1ccccc1N1CCN(C(=O)c2ccccc2SCC(=O)N2CCCC2)CC1	·	79µM*	·	-21%	13%	5%	-4%	11%	·
Cc1ccc(OCC(=O)NCc2ccco2)c([N+](=O)[O-])n1	2%	-1%	?	-12%	-6%	3%	-28%	60%[activator]	-11%
O=C(CN1CCc2ccccc2C1)Nc1cc(S(=O)(=O)N2CCOCC2)ccc1N1CCCC1	-3%	3%[59 µM]	6%	1%	-38%	10%	-12%	17%	-2%
CCCCNS(=O)(=O)c1ccc(S(=O)(=O)N2CCC3(CC2)OCCO3)cc1	1%	?	0%	-6%	8%	3%	-6%	-11%	-9%
CC(OC(=O)c1ccc([N+](=O)[O-])o1)C(=O)Nc1nc(-c2ccc(F)c(F)c2)cs1 (centres undefined)	·	28µM*	·	-15%	?	-13%	-11%	-7%	·
COc1ccc(Cl)cc1NC(=O)CN(C)C(=O)Cn1[nH]c(=O)c2ccccc2c1=O	·	11%[12.7 µM]	·	-5%	11%	-19%	-9%	-3%	·
Fc1cccc(CCN2C(=S)NC[C@@H]2Cc2ccccc2)c1	-7%	7%[12.7 µM]	6%	-7%	-24%	-1%	-19%	22%	-8%
O=C(COC(=O)c1ccccc1C(=O)c1ccc(Cl)cc1)NCC1CCCO1 (centres undefined)	-6%	0%	2%	-21%	-14%	4%	-14%	82%[activator]	-6%
CCOC(=O)N1CCN(C(=O)CCCCCn2c(=S)[nH]c3cc4c(cc3c2=O)OCO4)CC1	-4%	9%	32%	3%	·	12%	-6%	51%[activator]	-4%
Cc1cccc(-c2nc(C#N)c(NCc3ccco3)o2)c1	-13%	45µM*	1%	-6%	50µM*	-5%	-17%	-5%	-3%
CCOc1cccc(-c2c(C(=O)N/N=C/c3ccsc3)nnn2-c2nonc2N)c1	-8%	·	29%	0%	-13%	-8%	0%	15%	-20%
COc1cc(N=CC2=C(O)c3ccccc3C2=O)cc(OC)c1	-4%	-19%	-3%	-12%	-1%	2%	-8%	-1%	1%
CC(CCc1ccccc1)NCc1ccc(Cl)cc1Cl (centres undefined)	0%	·	0%	5%	-2%	-8%	-21%	17%	-12%
Cc1cccc(NCc2nc(-c3ccccc3)no2)c1	-11%	57%[activator]	7%	-17%	32%	4%	-14%	1%	-24%
CCOC(=O)C1=C(C)NC(=O)NC1C1CC=CCC1 (centres undefined)	-6%	-1%[12.7 µM]	7%	-12%	4%	-4%	-9%	?	-2%
O=C(COC(=O)/C=C/c1ccc2c(c1)OCO2)NC1CCS(=O)(=O)C1 (centres undefined)	0%	37%[12.7 µM]	-1%	0%	-3%	-1%	-17%	33%[activator]	-1%

# Three successive compounds already listed, for reference:
structure	BLM helicase inh	G9a inh	Pol beta inh	POLK inh	BAZ2B inh	APE1 inh	POLH inh	POLI inh	Anesthetic bind
Cc1ccc(OCC(=O)NCc2ccco2)c([N+](=O)[O-])n1	2%	-1%	?	-12%	-6%	3%	-28%	60%[activator]	-11%
O=C(CN1CCc2ccccc2C1)Nc1cc(S(=O)(=O)N2CCOCC2)ccc1N1CCCC1	-3%	3%[59 µM]	6%	1%	-38%	10%	-12%	17%	-2%
CCCCNS(=O)(=O)c1ccc(S(=O)(=O)N2CCC3(CC2)OCCO3)cc1	1%	?	0%	-6%	8%	3%	-6%	-11%	-9%

# Later entries.
structure	BLM helicase inh	G9a inh	Pol beta inh	POLK inh	BAZ2B inh	APE1 inh	POLH inh	POLI inh	Anesthetic bind
C1CNCCN1	3%	-10%[2.33 µM]	·	-8%[60.1 µM]	·	0%	·	·	4%
O=c1oc2ccc3ccccc3c2cc1-c1nnc(Nc2cccc(F)c2)s1	-2%	6%[59 µM]	0%	-3%	1%	·	-10%	16%	-4%
CCOC(=O)C1=NOC2COC3(CCN(c4ncccn4)CC3)OCC12 (centres undefined)	-5%	-2%	-2%	-16%	-2%	-1%	-6%	?	-2%
Cc1ccc(CSc2nnc(-n3c(=O)c(C#N)cc4c(=O)n5cc(C)ccc5nc43)s2)cc1	-1%	0%[59 µM]	0%	-12%	5%	·	·	15%	-3%
CN(CC(=O)Nc1ccccc1Br)CC(=O)NC(c1ccccc1)c1ccccc1	·	-23%	·	-10%	?	7%	-14%	1%	·
Cc1ccc(O)c(CNc2cccc(C)n2)c1	-1%	·	8%	-7%	-35%	-9%	-16%	115%[activator]	?
CC(C)(C)NC(=O)CN(C(=O)CS(=O)CC(=O)Nc1ccc(F)cc1)c1ccc2c(c1)OCCO2 (centres undefined)	-18%	-26%	?	5%	0%	-10%	-7%	8%	-2%
Cc1ccccc1CSCC(Nc1ccc(C(=O)O)cc1[N+](=O)[O-])C(=O)O (centres undefined)	-1%	-35%[59 µM]	17%	-18%	-29%	-6%	0%	-26%	-13%
COc1ccc(-c2nc3sc(CCNC(=O)C(=O)Nc4ccc(C)cc4C)c(C)n3n2)cc1	-8%	9%[59 µM]	43%[activator]	-16%[60.1 µM]	1%	·	-4%	-9%	-3%
Cc1cc(C(=O)Nc2c(F)c(F)c(F)c(F)c2F)n(-c2ccccc2)n1	-5%	15%	21%	-2%	-1%	14%	-10%	18%	-12%
CCCCc1nc(C(N)=O)c2[nH]c(=O)n(-c3ccccc3F)c2n1	0%	13%	-1%	6%	-9%	27%	-16%	74%[activator]	3%
CCOc1ccccc1C(=O)N[C@H](C(=O)Nc1ccc(OC)c(S(=O)(=O)N2CCOCC2)c1)C(C)C	-5%	7%	-1%	-15%	-12%	-12%	?	97%[activator]	-15%
CCc1cc2c(NCC3CCCO3)nc(C)nc2s1 (centres undefined)	2%	0%[59 µM]	15%	-1%	1%	5%	-13%	11%	3%
CCn1c2ccccc2c2cc(NC(=O)CSc3nnc(-c4cccc(C)c4)o3)ccc21	-5%	13%	?	-17%	-34%	2%	-10%	-5%	-16%
O=C(CN1CCCCCC1)N/N=C/c1cccc(Cl)c1Cl	4%	?	12%	-15%	56µM*	2%	-2%	17%	-4%
Cc1ccc(NC(=O)CCC(=O)c2cccs2)c(Br)c1	-3%	·	35%	-3%	4%	7%	-18%	34%[activator]	?
CC(=O)N1c2ccc(S(=O)(=O)NCC3CCC(C(=O)Nc4ccc(C)cn4)CC3)cc2CC1C (centres undefined)	0%	14%	-9%	0%	?	47%[activator]	-21%	29%	-10%
CCCOc1ccc(N2CC(C(=O)Nc3ccc(N4CCOCC4)cc3)CC2=O)cc1 (centres undefined)	-1%	-7%[12.7 µM]	44%[activator]	-7%	-15%	1%	-14%	25%	-3%
Cc1cccc(C(=O)N/N=C/c2ccc3c(c2)OCO3)n1	1%	2%	0%	-5%	2%	?	7%	9%	-3%
O=C(c1cccs1)N1CCN(c2ncc(C(F)(F)F)cc2Cl)CC1	-4%	36%	4%	-5%	5%	-12%	-11%	22%	-23%
CCOC(=O)c1ccc(N2C(=O)c3n[nH]c(C)c3C2c2ccc(O)cc2)cc1 (centres undefined)	-5%	?	18%	7%	-12%	-7%	-14%	-2%	-17%
O=C(CSc1n[nH]c(=O)n1Cc1ccccc1)Nc1ccc(N2CCOCC2)cc1	·	56µM*	·	-22%	4%	10%	-3%	15%	·
CN(C)CCOc1ccc(-c2c(-c3ccsc3)sc3ccccc23)cc1	·	·	·	3%	·	-1%	-15%	-26%	·
N#Cc1cccc(NC(=O)CC2CCCC2)c1	-4%	38%	10%	4%	27%	67%	-6%	35%[activator]	-16%

# Some of the compounds tested. The share of hits here may be higher or lower than overall.
